MITF inh – human MITF inhibition, primary screen; O75030; AlphaScreen MITF homodimerization, bead proximity signal; inhibition, % at 2.6 µM; 0.91% of 650,000 active; AID 1259374; in the data active = inhibition above about 50%;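 also: 0% = vehicle wells with protein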
Target sequence (O75030 whole entry, looked up): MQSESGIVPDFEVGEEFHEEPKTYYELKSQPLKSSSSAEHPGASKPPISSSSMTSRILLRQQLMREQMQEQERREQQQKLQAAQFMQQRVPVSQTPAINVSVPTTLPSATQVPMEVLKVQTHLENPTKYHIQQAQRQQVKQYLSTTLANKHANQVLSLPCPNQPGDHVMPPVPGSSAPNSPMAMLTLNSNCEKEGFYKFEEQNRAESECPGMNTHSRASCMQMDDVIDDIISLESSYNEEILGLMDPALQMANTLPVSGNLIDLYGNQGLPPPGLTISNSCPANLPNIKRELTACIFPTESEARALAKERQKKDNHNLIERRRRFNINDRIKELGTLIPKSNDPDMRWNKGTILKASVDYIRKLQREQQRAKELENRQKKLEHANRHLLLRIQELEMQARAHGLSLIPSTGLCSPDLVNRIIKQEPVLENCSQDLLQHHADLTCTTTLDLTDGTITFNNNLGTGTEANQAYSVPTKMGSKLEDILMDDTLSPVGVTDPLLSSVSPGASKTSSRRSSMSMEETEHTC
GPR151 ag – human GPR151 activation; AID 1508602; PathHunter beta-arrestin GPR151 cells, luminescence; 1% of 650,000 active; activation, % at 11.2 µM; Q8TDV0; in the data active = activation above about 4.9%;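 also: 0% = median of compound wells and 100% = cells with positive control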
Target sequence (Q8TDV0 whole entry, looked up): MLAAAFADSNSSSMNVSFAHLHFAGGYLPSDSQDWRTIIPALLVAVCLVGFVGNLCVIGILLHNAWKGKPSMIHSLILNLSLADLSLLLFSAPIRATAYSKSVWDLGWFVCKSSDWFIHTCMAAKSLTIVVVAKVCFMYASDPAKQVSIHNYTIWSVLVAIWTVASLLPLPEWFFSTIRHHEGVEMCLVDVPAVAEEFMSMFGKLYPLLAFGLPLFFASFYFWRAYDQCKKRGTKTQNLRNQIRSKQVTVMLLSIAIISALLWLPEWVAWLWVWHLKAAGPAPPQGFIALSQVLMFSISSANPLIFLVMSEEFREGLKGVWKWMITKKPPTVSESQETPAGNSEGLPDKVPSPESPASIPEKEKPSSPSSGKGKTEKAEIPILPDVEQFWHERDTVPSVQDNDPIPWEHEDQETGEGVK
FBW7 act – human FBW7 E3 ligase activation, primary screen; 0.13% of 650,000 active; AlphaScreen FBW7–phospho-cyclin E peptide binding, activator screen; Q969H0; normalized activity (activation), % at 26.1 µM; in the data active = normalized activity above about 1.9%;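 also: purified mutant Fbw7 with reduced substrate affinity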
TEAD-YAP block – TEAD-YAP interaction inhibition; HEK-TIYL cells, TEAD-Gal4/YAP UAS-luciferase luminescence; inhibition, % at 9.12 µM; 1.4% of 640,000 active; in the data active = inhibition above about 32%;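 also: 0% = median of test compound wells and 100% = reference inhibitor wells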
* = called active by the depositor; & = joins results of further samples.

canonical_smiles	MITF inh	GPR151 ag	FBW7 act	TEAD-YAP block
CC1CCCCN1CN1C(=S)SC2=NC(=O)CCCN21 (stereo not given)	5	-0.9	0.0	9
CC1CCN(c2nc3c(c(=O)[nH]c(=O)n3C)n2Cc2ccccc2Cl)CC1	-3	-0.3	-0.2	-6
Cn1c(=O)[nH]c(=O)c2c1nc(NCCCN)n2CCCOc1ccccc1	10	-2.4	0.0	-1
Cc1ccc(S(=O)(=O)NCC(=O)OCc2csc(-c3ccccc3)n2)cc1	2	-0.2	0.2	-7
COC(=O)c1ccc(C(=O)OC)c(NC(=O)c2cc3nc(-c4ccc(C)cc4)cc(C(F)(F)F)n3n2)c1	12	0.7	0.2	16
NC(=O)C1CCN(C(=O)CCCN2C(=O)c3ccccc3C2=O)CC1	7	-0.9	1.5	-3
Clc1ccc(Nc2nc(NCCN3CCOCC3)nc(N3CCOCC3)n2)cc1	5	0.3	0.1	-24
O=C1NC(=O)C(c2ccc(Br)cc2)N1 (stereo not given)	-16	-0.4	-0.1	1
O=C(COc1ccccc1)N1CCN(S(=O)(=O)c2cc3c4c(c2)CCC(=O)N4CCC3)CC1	10	-1.2	0.1	17
COc1ccc(C(=O)Nc2cccc(C(=O)Nc3cccc(O)c3)c2)cc1	5	0.2	-0.1	5
COc1cc2c(cc1NC(=O)C(C)OC(=O)c1ccc(CO)cc1)oc1ccccc12 (stereo not given)	-1	2.2	-0.2	-14
Cc1ccc(CN2CCC(C(=O)N3CCCCC3)CC2)cc1	50	1.9	0.1	6
COc1ccc(NC(=O)N2CCn3cccc3C2c2cccnc2)cc1 (stereo not given)	5	-1.3	0.1	-8
O=C(c1cnc2ccccc2n1)N1CCN(c2cc(-c3ccccc3)ncn2)CC1	-2	0.9	-0.1	-1
Cc1ccc(NC(=O)NC2CCN(C)CC2)cc1Cl	-12	-0.6	-0.2	-6
Cc1ccc(NC(=O)C(c2ccccc2)c2ccccc2)c([N+](=O)[O-])c1	15	2.1	0.0	-2
CC1(C)CC(=O)C2=C(C1)N(c1ccccc1)C(=O)CC2c1ccc([N+](=O)[O-])cc1 (stereo not given)	-9	-0.3	-0.2	0
Cc1cc(=O)[nH]c2nnc(SCC(=O)N3CCCCC3)n12	5	-0.8	0.0	3
CCc1ccc(NC(=O)CSc2nncn2-n2cccc2)cc1	4	0.2	-0.1	3
CCOc1cccc(C(=O)Nc2cc(-c3nc4ncccc4o3)ccc2C)c1	-14	0.0	0.0	3
O=C(CSc1ccc(F)cc1)Nc1ccccc1-c1nc2ccccc2s1	6	-0.8	0.1	2
C=C(C)CN(CC)Cc1nc(N2CCCN(C(C)=O)CC2)c2ccccc2n1	-15	-0.7	-0.1	2
COc1cc(Nc2cc(-c3ccccc3)nc(N)n2)cc(OC)c1OC	7	0.5	-0.1	18
CCCCNS(=O)(=O)c1ccc(OCC(=O)O)cc1	4	-2.2	-0.1	-11
Cc1[nH]nc(Nc2cccc(C(=O)O)c2)c1[N+](=O)[O-]	6	-1.0	-0.1	6
CCC1=NN(C(=O)c2ccncc2)C(O)(c2ccncc2)C1 (stereo not given)	-6	0.5	0.1	-2
CCNC(=O)COc1cc(C)c(Br)c(C)c1	8	0.7	0.0	0
Cc1cc(NCc2ccccc2Cl)n2nnnc2n1	5	0.0	0.0	-2
CC1(C)CC(=O)c2cc(C(=O)NCCCO)c(=O)n(-c3ccccc3)c2C1	2	-0.1	-0.1	-17
COc1cc(OC)cc(C(=O)NCCc2cc3ccc(OC)cc3[nH]c2=O)c1	-2	3.7	-0.1	-6
COc1ccc(C(=O)NC(=S)Nc2ccc(N3CCOCC3)cc2)cc1[N+](=O)[O-]	15	1.7	-0.2	16
CCC(CC)=NNC(=O)C(=O)Nc1ccc(Cl)cc1C	2	1.3	0.0	-2
Cc1ccccc1OCC(=O)Nc1ccccc1C(=O)N1CCCC1	12	-2.0	0.5	-13
Cc1cc(C)c([N+](=O)[O-])c(C)c1C1C2CCCC=C2C(C#N)=C(N)C1(C#N)C#N (stereo not given)	1	0.2	-0.1	-1
CCn1c(SCCN2CCOCC2)nnc1-c1ccccc1	20	-0.6	-0.1	9
Nc1ccc(-c2nc3ccc(C(=O)O)cc3[nH]2)cc1	-6	-8.2	-0.2	36*
CC1(C)OC(=O)C(=CNc2ccccc2C(F)(F)F)C(=O)O1	25	-1.2	0.0	-2
O=C(O)CCCC(=O)Nc1ccc2c(c1)OCO2	2	1.9	-0.1	4
CN(Cc1ccno1)C(=O)CCC1(Cc2ccc3ccccc3c2)CCC(=O)N1 (stereo not given)	16	1.9	0.0	1
CC(C)[C@@H]1NC(=O)[C@@H]2C[C@H](NCc3cc4ccccc4s3)CN2C1=O	-24	-0.4	-0.3	-3
Cc1cccc(C)c1N(C)S(=O)(=O)c1ccc2[nH]cc(C(=O)NCCC3=CCCCC3)c(=O)c2c1	11	0.6	-0.2	-1
COc1ccc(C(=O)NNC(=O)c2ccc(I)cc2)cc1	15	0.1	0.9	9
CC1CCc2c(sc(NC(=O)C(C)Oc3ccc(Cl)cc3Cl)c2C(N)=O)C1 (stereo not given)	18	-0.2	0.0	2
Cc1ccc(N2C(=O)SC(Nc3cccc(C)c3)C2=O)cc1 (stereo not given)	9	0.2	-0.1	5
Cc1ccc(-c2ccc3c(c2)COC2(CCNCC2)O3)cc1	-13	0.7	-0.2	-1
COc1cccc2cc(-c3csc(NC(=O)CCC(=O)NC4CCCC4)n3)c(=O)oc12	11	0.9	1.3	-6
COc1cccc(/C=C2\C(=O)Nc3ccc(Br)cc32)c1	-14	-0.3	-0.1	3
CCOC(=O)c1sc2nc(SCc3cccc(F)c3)n(Cc3ccco3)c(=O)c2c1C	5	0.0	-0.4	-9
O=C(c1ccccc1)C(C(=O)N1CCN(c2ccccc2)CC1)n1ccccc1=O (stereo not given)	-2	-1.1	-0.1	2
CCc1cc2c(=O)c(-c3ccc4c(c3)OCO4)coc2cc1OC(C)C	8	1.3	0.2	9
O=C(Cc1cc(=O)[nH]c(=O)[nH]1)NCCCn1ccnc1	15	-2.2	0.1	-3
ClC1(Cl)CC1CSc1nc2ccccc2[nH]1 (stereo not given)	7	-0.7	0.0	-77
COc1ccc(C(=O)Nc2sc3c(c2C(N)=O)CCC3)cc1OC	-12	1.9	0.1	-18
Cc1csc(C2=C(O)CN(CCc3ccccc3)C2=N)n1	26	-0.6	0.7	1
CC1=CC(=O)C(N2CCc3ccccc3C2)=CC1=O	23	-1.7	-0.2	6
CCOC(=O)c1c(NC(=O)CSc2nnc(CNC(=O)c3cccc(C)c3)n2Cc2ccccc2)sc2c1CCCC2	-9	-1.2	0.1	-2
COc1cc(/C=C2/SC(=S)N(CC(=O)O)C2=O)cc2c1OCO2	20	-3.4	0.2	3
CCN(CCCNC(=O)Cc1cn(C)c2ccccc12)c1ccccc1	10	-0.2	-0.3	14
Cc1ccc(-c2noc(CN(C(=O)Cc3ccc([N+](=O)[O-])cc3)C(C)C)n2)cc1	3	0.4	-0.3	-9
CC1=C(C(=O)OC2CCCC2)C(c2ccc(Cl)c(Cl)c2)NC(=O)N1C (stereo not given)	3	3.1	0.2	9

Filtered by structure: the entries above with a thiophene ring, fused or not.
canonical_smiles	MITF inh	GPR151 ag	FBW7 act	TEAD-YAP block
CC(C)[C@@H]1NC(=O)[C@@H]2C[C@H](NCc3cc4ccccc4s3)CN2C1=O	-24	-0.4	-0.3	-3
CC1CCc2c(sc(NC(=O)C(C)Oc3ccc(Cl)cc3Cl)c2C(N)=O)C1 (stereo not given)	18	-0.2	0.0	2
CCOC(=O)c1sc2nc(SCc3cccc(F)c3)n(Cc3ccco3)c(=O)c2c1C	5	0.0	-0.4	-9
COc1ccc(C(=O)Nc2sc3c(c2C(N)=O)CCC3)cc1OC	-12	1.9	0.1	-18
CCOC(=O)c1c(NC(=O)CSc2nnc(CNC(=O)c3cccc(C)c3)n2Cc2ccccc2)sc2c1CCCC2	-9	-1.2	0.1	-2

Additional entries follow:
Sequence of screens: MITF inh | GPR151 ag | FBW7 act | TEAD-YAP block
- C=CCn1c(NCCOC)nc2c1c(=O)n(C)c(=O)n2C
→ -8 | 1.0 | 0.1 | 3
- Cc1cc(=O)n2nc(N3CCC(C(=O)N4CCCCCC4)CC3)sc2n1
→ 4 | 0.4 | 0.1 | -2
- Cc1cc(C)cc(OC(=O)COc2ccccc2C)c1
→ 9 | 0.3 | 0.0 | 7
- Cc1c(CN2CCN(CC3CCCCC3)C(CCO)C2)cnn1C (stereo not given)
→ -10 | 1.4 | -0.1 | -13
- c1ccc(CN2CCc3nc(N4CCCC4)nc(N4CCOCC4)c3C2)cc1
→ 12 | 0.0 | 0.1 | -5
- COc1ccc(NC2=Nc3cccc4cccc2c34)cc1
→ 7 | -0.1 | -0.7 | -16
- CC(NC(=O)C1CCN(Cc2ccccc2O)CC1)c1ccccc1 (stereo not given)
→ 19 | 1.9 | -0.1 | 2
- Cc1ccc(-c2cnc3ccc(NCCc4ccccn4)nn23)cc1C
→ 12 | -0.6 | 0.2 | 13
- O=C(NCC1CCCO1)c1cc(-c2ccc(Cl)cc2Cl)on1 (stereo not given)
→ 0 | 1.8 | 0.0 | -64
- CCn1ccnc1CC1COc2ccccc2O1 (stereo not given)
→ 16&-14 | -0.4&-1.2 | 0.2&0.1 | -1
- COc1ccc([C@@H]2C[C@H]3CN(Cc4cccnc4)C(=O)[C@]34CCCN24)c(F)c1
→ 11 | -0.4 | 0.2 | 3
- COc1ccc(Cl)cc1NC(=S)N(Cc1cccs1)C1CCCCC1
→ 1 | -1.6 | 0.3 | 3
- O=C(CSc1nc2c(sc(=S)n2Cc2ccccc2)c(=O)n1-c1ccccc1)c1ccccc1
→ 9 | 0.7 | 0.0 | 0
- N#Cc1ccccc1NC(=O)C(=O)NCC1CCCN1S(=O)(=O)c1ccccc1 (stereo not given)
→ 11 | -1.0 | 0.0 | -4
- CCC(C)NC(=O)Cc1ccc(-c2ccccc2)cc1 (stereo not given)
→ 2 | 0.8 | 0.1 | 3
- Cc1[nH]c2ccccc2c1/C=C(\C#N)C(=O)NC(C)c1ccccc1 (stereo not given)
→ 2 | 0.6 | 0.1 | 3
- COc1ccccc1Cn1c(SC)nc2ccccc2c1=O
→ -9 | -1.4 | -0.1 | -1
- COC(=O)c1c(OCc2ccccn2)cc(=O)n2c1CCN(C(=O)c1ccccc1C)CC2
→ -15 | -1.0 | -0.3 | -1
- COc1ccc(-c2cn3cccc(C)c3n2)cc1
→ 8 | -5.0 | 0.0 | -50
- CC(=O)OCCN(C)c1cc(SC(C)C)c2nonc2c1[N+](=O)[O-]
→ 14 | 0.6 | 0.0 | 4
- CCOC(=O)C1=C(C)N=c2s/c(=C/c3ccc(N(C)C)cc3)c(=O)n2C1c1ccco1 (stereo not given)
→ 0 | -0.4 | -0.1 | -7
- COc1ccccc1C/C(N)=N/OC(=O)c1cccc([N+](=O)[O-])c1
→ -6 | 0.3 | -0.2 | -6
- CN(CCCNC(=O)/C=N/O)CCCN(C)Cc1ccccc1
→ 17 | 0.1 | 0.1 | 11
- CC1(C)CC(=O)C2=C(C1)Oc1ccccc1C2CC(=O)c1ccc(O)cc1 (stereo not given)
→ -4 | -1.6 | -0.1 | 5
- COCCCNC(=O)c1cn(-c2ccc(F)cc2F)c(=O)c2ccccc12
→ 18 | -0.9 | 0.6 | 2
- O=C1c2ccccc2C(=O)N1CC1CC2C=CC1C2 (stereo not given)
→ 6 | 0.5 | 0.3 | 7
- CC(C)(C)c1ccc(C(=O)Nc2c3c(nn2-c2cccc(Cl)c2)CS(=O)(=O)C3)cc1
→ -3 | 1.0 | 0.0 | -3
- O=C(Nc1ccccc1C(F)(F)F)c1ccc2c(c1)OCCO2
→ -4 | -2.0 | -0.2 | -63
- CCc1cccc2c(C(=O)COC(=O)C3Cc4ccccc4CN3S(C)(=O)=O)c[nH]c12 (stereo not given)
→ 15 | -0.3 | 0.1 | -8
- S=C(c1ccc2c(c1)OCO2)N1CCOCC1
→ 13 | 0.0 | 0.6 | 6
- Cn1c(CN2CCOCC2)nnc1SCC(N)=O
→ 4 | 0.6 | -0.2 | 2
- O=C(CS(=O)(=O)c1ccccc1)c1ccc(Br)cc1
→ -10 | 0.7 | 0.1 | -47
- O=C1N(Cc2ccccc2)CCN1c1ccc2c(c1)CCC2
→ 0 | -0.3 | 0.1 | -62
- Cc1ccccc1-n1c(SCC(=O)Nc2ccc(C#N)cc2)nnc1-c1ccncc1
→ 1 | 2.2 | -0.2 | 9
- CCN(CC)S(=O)(=O)c1ccc(C(=O)Nc2sc3c(c2C(=O)OC)CCN(C(C)=O)C3)cc1
→ 1 | 1.1 | 0.0 | 18
- CC1Cc2ccccc2N1C(=O)CSc1nnc(C2CCCCC2)o1 (stereo not given)
→ -4 | -0.4 | -0.2 | -4
- Cc1cc(C)c(S(=O)(=O)N(C)CC(=O)NC2CCCCCC2)c(C)c1
→ 13 | -2.0 | 0.3 | 8
- COC(=O)c1ccccc1NC(=O)/C=C/c1ccc(C(C)(C)C)cc1
→ 15 | -0.3 | 0.2 | 6
- COc1cc(NS(=O)(=O)c2ccc(NC(=O)c3ccccc3C)cc2)nc(OC)n1
→ -3 | 0.0 | 0.2 | 4
- O=C(Nc1ccccc1C(=O)N/N=C/c1ccncc1)c1ccccc1
→ -3 | -2.5 | -0.1 | 41*
- CS\C(N)=N/N=C/C=C/c1ccccc1
→ -5 | -1.8 | -0.1 | -60
- C=CCOC(=O)N1CCC(C(=O)NC(c2ccc(F)cc2)c2ncccc2C)CC1 (stereo not given)
→ -3 | -1.7 | -0.2 | 1

Screening results: PubChem, The Scripps Research Institute Molecular Screening Center
